# HePTP inh – inhibitors of human HePTP phosphatase; recombinant HePTP phosphatase activity, OD absorbance; inhibition, % at 20 µM; actives 0.64% (n = 110,000); in the data active = inhibition above about 50%;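 note: plate controls were vehicle for no effect and reference inhibitor for full effect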
# BAP1 inh – blocks human BAP1 ubiquitin-AMC hydrolysis; Q92560; recombinant BAP1, Ub-AMC hydrolysis fluorescence kinetic; stronger effect = lower value; activity remaining (% of control), % at 20 µM; actives 0.48% (n = 72,000); AID 436;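 active = activity remaining at or below 50% of control, provided the compound also passes the data quality filters; inactive = the rest, including low values that fail the filters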;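 note: 100% = DMSO wells rate and 0% = substrate alone blank rate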
# Target sequence (Q92560 whole entry, looked up): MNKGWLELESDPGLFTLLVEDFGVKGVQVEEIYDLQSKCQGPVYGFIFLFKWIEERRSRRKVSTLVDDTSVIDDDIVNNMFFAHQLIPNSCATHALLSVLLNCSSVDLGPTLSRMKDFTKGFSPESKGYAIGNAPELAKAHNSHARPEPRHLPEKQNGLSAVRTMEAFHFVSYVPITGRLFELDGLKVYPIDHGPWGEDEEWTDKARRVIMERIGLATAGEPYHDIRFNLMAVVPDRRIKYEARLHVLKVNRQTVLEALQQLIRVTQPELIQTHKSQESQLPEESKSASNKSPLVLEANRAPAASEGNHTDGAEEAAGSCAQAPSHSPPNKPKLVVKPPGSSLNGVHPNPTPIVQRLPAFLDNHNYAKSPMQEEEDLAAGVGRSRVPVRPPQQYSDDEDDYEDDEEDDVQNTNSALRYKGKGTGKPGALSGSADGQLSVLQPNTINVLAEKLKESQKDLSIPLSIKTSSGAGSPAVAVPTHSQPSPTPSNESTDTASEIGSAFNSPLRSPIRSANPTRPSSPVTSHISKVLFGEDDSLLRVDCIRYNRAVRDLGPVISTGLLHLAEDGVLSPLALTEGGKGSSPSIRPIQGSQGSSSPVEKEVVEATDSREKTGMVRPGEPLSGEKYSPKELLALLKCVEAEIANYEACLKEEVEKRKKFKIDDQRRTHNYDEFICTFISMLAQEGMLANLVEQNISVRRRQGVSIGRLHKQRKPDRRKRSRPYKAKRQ
# The depositor's hits bear a star; x = no result given; & = joins results of further samples.
SMILES,HePTP inh,BAP1 inh
CC(=O)c1cccc(NC(=O)Nc2ccc(C(=O)N3CCCC3)cc2)c1,-2.2,115.5
COc1ccc(C2N(c3cc(Cl)ccc3OC)C(=O)C3CCCN32)cc1OC (stereo not drawn),-11.0,95.1
CC(=O)c1c(C)[nH]c(C(=O)NCCCN2CCCC2)c1C,3.2,92.4
COc1ccc(C2OC(=O)c3ccccc3S2)cc1 (stereo not drawn),2.9,87.0
Cc1ccc(C(=O)CSc2nnc(CNc3ccc(C)cc3C)n2Cc2ccco2)cc1,8.4,51.9
COC(=O)C(Nc1nccs1)(OC)C(F)(F)F (stereo not drawn),-10.8,94.1
O=C(CCC(=O)OCC(F)(F)C(F)F)Nc1ccc(Cl)cc1,11.5,89.5
O=C(c1ccccc1Cl)N1CCN(c2c(Cl)cccc2[N+](=O)[O-])CC1,4.4,x
O=C(CCN1C(=O)/C(=C/c2cccs2)SC1=S)Nc1ccccn1,-6.4,x
CCOC(=O)c1ccc2c(c1)N(Cc1ccccc1C)C(=O)c1ccccc1S2=O (stereo not drawn),10.4,80.2
CC(C)(C)n1nnnc1C(c1ccccc1F)N1CCN(C2CCCC2)CC1 (stereo not drawn),10.1,86.6
COc1ccc(CN2C(=O)c3ccccc3C2C(=O)NCC2CCCO2)c(OC)c1 (stereo not drawn),0.9,102.0
CCOC(=O)C1CCN(c2nc(-c3ccccc3)nc3c2oc2ccccc23)CC1,8.9,121.5
Cc1ccc(/C=N/NC(=O)Cc2nnc(N)s2)cc1,-2.6,x
Cc1ccc(C2/C(=C(/O)c3cnn(-c4ccccc4)c3C)C(=O)C(=O)N2CCN2CCOCC2)o1 (stereo not drawn),8.5,72.2
Cc1ccc(O)c(NC(=O)CCCC(=O)O)c1,-0.4,61.7
O=C(CN1C(=O)c2ccccc2C1=O)Nc1ccc(Br)cc1,6.2,x
CC1CCN(C(=O)c2cncc(Br)c2)CC1,8.8,x
Cc1ccccc1-c1nc2ccccc2c(=O)n1C1CCS(=O)(=O)C1 (stereo not drawn),8.9,91.8
Cc1cc(C)cc(NC(=O)CSc2nc3c(c(=O)n2C)SC(C)C3)c1 (stereo not drawn),2.5,85.9
COc1cc(OC)cc(-c2nnc(SCC(=O)N3CCCc4ccccc43)o2)c1,15.8,94.0
O=C(COc1ccc(Cl)cc1)Nc1cc(C(F)(F)F)cc(C(F)(F)F)c1,-4.4,x
NC(=O)c1ccccc1NC(=O)c1ccc(Cl)cc1[N+](=O)[O-],-3.9,x
CCSC1=C(C#N)C(c2cccc3ccccc23)CC(=O)N1 (stereo not drawn),-2.4,x
CCOC(=O)c1c(NC(=O)/C=C/c2ccc(OC)c(OC)c2)sc2c1CC(C)(C)OC2,9.8,x
# The results go on.
SMILES,HePTP inh,BAP1 inh
CCC1(C)CC(CC(=O)O)(c2ccccc2OC)CCO1 (stereo not drawn),4.8&-12.4,111.4
C=CCNC1=C(Cl)C(=O)N(c2ccccc2Cl)C1=O,6.6,99.7
N#CC(C#N)=Cc1ccc(-c2ccc(Cl)c(C(=O)O)c2)o1,1.5,x
COc1cccc(NC(=O)c2ccc(CN3CCN(Cc4ccccc4)CC3)cc2)c1,-6.4,x
CCc1ccccc1OCC(=O)Nc1ccc(S(N)(=O)=O)cc1,7.4,85.4
C=CCn1c(-c2ccc(OC)cc2)n[nH]c1=S,4.1,x
Cc1cc(C)cc(OCc2nnc(SCC(=O)c3ccc(Br)cc3)o2)c1,-3.5,x
CCOc1ccc(-c2nc(CSc3nncs3)cs2)cc1OC,0.6,x
O=C(N=Nc1c(O)n(Cc2ccccc2)c2ccccc12)c1ccccc1[N+](=O)[O-],-17.4,x
O=C(Nc1ccc2nn(-c3ccc(F)cc3)nc2c1)c1ccco1,11.0,x
O=C1N(CN2CCC3(CC2)OCCO3)c2ccccc2C12OCCCO2,-4.9,63.6
CCSc1nnc(NC(=O)CSc2nccn2-c2cc(C)cc(C)c2)s1,12.7,89.1
Cc1noc(C)c1COc1cccc(C(=O)Nc2ccc(C#N)cc2)c1,4.4,88.8
O=C(O)c1ccc(Cl)c(S(=O)(=O)N2CCCC2)c1,6.5,x
Cc1cccc(C#N)c1NC1=CC(=O)CC(C)(C)C1,10.3,102.9
COc1ccc(NC2OC(=O)c3c2ccc(OC)c3OC)cc1 (stereo not drawn),-22.8,x
COc1cccc(-c2cc(C(=O)N3C(C)CCCC3C)no2)c1 (stereo not drawn),-11.4,114.6
c1ccc(Cc2nn3c(COc4ccccc4)nnc3s2)cc1,6.3,121.0
c1csc(Cc2nc(-c3ccc(-n4cccc4)cc3)no2)c1,3.2,81.7
COc1ccc2c(c1)C(=O)OC2CC(=O)O (stereo not drawn),4.9,103.7
CCN(CC)CC(=O)n1c2c(c3ccccc31)CCCC2,-4.4,94.2
COc1ccc(/C=N\N2CCN(c3ccc(Cl)cc3)CC2)cc1O,7.1,x
CCOC(=O)CCC(=O)c1c(C)oc2ccc(OC)cc12,-5.4,94.4
O=c1oc(-c2ccccc2)nc2sc3c(c12)CCC3,-11.4,x
CSc1nnc2sc3ccccc3n12,5.4,x
# (list continues)
SMILES,HePTP inh,BAP1 inh
Cc1ccc(-c2nnn(CC(=O)O)n2)cc1,11.3,69.4
Cc1cc(C)c(C(N)=O)c(Nc2ccc(Cl)cc2)n1,-6.2,x
CCOC(=O)c1c(-c2cccs2)csc1NC(=O)c1ccco1,3.8,x
COc1cccc(C(=O)NC(NC(=S)Nc2cc(OC)ccc2OC)C(Cl)(Cl)Cl)c1 (stereo not drawn),-2.0,x
Cc1ccc(Cc2cnc(NC(=O)/C=C/c3ccc(C)o3)s2)cc1,9.3,x
COc1ccc(N(CC(=O)Nc2c(C)cccc2C)S(=O)(=O)c2ccccc2)cc1Cl,4.3,x
CCC(=O)NCCNC(=O)c1c(SC)nsc1SC,10.2,100.1
CC(C)CCn1c(CN2CCOCC2)nc2c1c(=O)n(C)c(=O)n2C,-3.4,96.9
COc1ccc(C(=O)Nc2cccc(-c3nc4ccccc4[nH]3)c2)cc1,x,137.7
O=C1Oc2ccc(Cl)cc2C1c1ccccc1 (stereo not drawn),8.1,x
c1ccc(-c2noc(CSc3nnnn3-c3ccccc3)n2)cc1,-7.2,76.6
CCCCOc1ccc(NC(=O)CSc2nnc(C)s2)cc1,6.5,x
CC(=O)c1ccc(NN=C(C#N)C#N)cc1,2.9,x
O=C(CSc1nnnn1Cc1ccccc1)Nc1ccc2c(c1)OCCO2,-1.0,x
O=C(CCCC(=O)N(CC(=O)NC1CCCCC1)Cc1ccco1)Nc1ccccn1,2.9,101.5
CCOC(=O)C1=C(CC)OC(N)=C(C#N)C1c1cc(OC)ccc1OC (stereo not drawn),11.4,87.7
COc1cccc2sc(Nc3nc(-c4ccccn4)cs3)nc12,-2.5,61.8
COc1ccc(C)cc1NC(=O)C1C2C=CC(O2)C1C(=O)O (stereo not drawn),-5.6,x
COc1ccc(NC(=O)CN(c2cccc(F)c2)S(C)(=O)=O)cc1OC,-10.2,148.7
CCC1CCCCN1CC(=O)c1c(C)[nH]c2ccccc12 (stereo not drawn),1.3,100.9
Cc1ccc(Cn2c(=S)[nH]c3ccc(N4CCOCC4)cc3c2=O)o1,5.0,107.5
NC(=O)C1(N2CCCCC2)CCN(c2nc(-c3ccccc3)cs2)CC1,4.8,102.5
Cc1ccnc(NC(=O)Nc2ccc3c(c2)N(C)C(=O)CS3)c1,11.9,63.6
Cc1ccc2c(c1)c1c(n2C)C(C(N)=O)CCC1 (stereo not drawn),-4.8,84.8
Cc1ccc(S(=O)(=O)C(C#N)c2nc3ccccc3nc2OC(C)C)cc1 (stereo not drawn),0.8,56.4

# Arranged by value in HePTP inh (low to high): 3 from the list above
SMILES,HePTP inh,BAP1 inh
COc1ccc(NC(=O)CN(c2cccc(F)c2)S(C)(=O)=O)cc1OC,-10.2,148.7
COc1ccc(C)cc1NC(=O)C1C2C=CC(O2)C1C(=O)O (stereo not drawn),-5.6,x
O=C(CSc1nnnn1Cc1ccccc1)Nc1ccc2c(c1)OCCO2,-1.0,x

# Record cards, as listed above. Order of values: HePTP inh, BAP1 inh
# Profile of `O=C1Oc2ccc(Cl)cc2C1c1ccccc1` (stereo not drawn) → 8.1, x
# Profile of `Cc1ccc(/C=N/NC(=O)Cc2nnc(N)s2)cc1` → -2.6, x
# Profile of `COC(=O)C(Nc1nccs1)(OC)C(F)(F)F` (stereo not drawn) → -10.8, 94.1

# Other structures:
SMILES,HePTP inh,BAP1 inh
O=C(COC(=O)c1cncc(Br)c1)NCCC1=CCCCC1,5.2,107.1
COc1ccc(-c2ccc(/C=C3/SC(=S)NC3=O)o2)cc1Cl,16.1,x
COC(=O)c1ccccc1NC(=O)CSc1nccn1C,-1.5,x
O=[N+]([O-])c1ccc(-n2nnc3ccccc32)nc1,0.2,x
CCSCCOC(=O)C1=C(C)NC2=C(C(=O)CCC2)C1c1ccc(OC)c(OCc2ccccc2)c1 (stereo not drawn),9.4,x
CCCCN(C)Cc1c(C)[nH]c2c(ccc3ccccc32)c1=O,6.5,x
Cc1cc(/C=C2/SC(=O)NC2=O)c(C)n1-c1ccc(N2CCOCC2)cc1,-2.4,x
COc1ccccc1NC(=O)N(Cc1ccccc1)c1ccccn1,-9.3,82.6
O=C1CC(c2cccc(Cl)c2)c2cc(Br)c3ccccc3c2N1 (stereo not drawn),7.4,x
O=C(CSc1nc2ccccc2n1CC(=O)N1CCCC1)N1CCN(C(=O)c2ccco2)CC1,-5.1,102.8
NC(=O)N/N=C1\NC(=O)/C(=C\c2ccccc2)S1,9.9,x
COc1c([N+](=O)[O-])cc2c(C)c(Br)c(=O)oc2c1OC,0.5,x
O=C1NC(=Nc2cccc(O)c2)S/C1=C\c1cccc(O)c1,2.4,x
O=C1c2ccccc2C(=O)c2c(NC3CCCCC3)cccc21,-14.5,x
CCCCC/C(C)=C(\C#N)C(=O)OCC,-2.9,x
COC(=O)c1cc(C(=O)N2CCN(C)CC2)cc([N+](=O)[O-])c1,2.3,x
c1cc(NCc2ccc3c(c2)OCO3)cc(-c2nc3ccccc3s2)c1,5.0,x
COc1ccc(C(=O)Nc2cccc(C(C)=O)c2)cc1OC,-12.5,93.5
COc1ccc(-c2ccc(CCC(=O)O)n2NC(=O)c2cccs2)cc1,2.2,54.6
CCC(C)c1ccc(O)c(NC(=O)c2cccnc2)c1 (stereo not drawn),-3.7,88.7
CCn1c(=O)c2cc(C(=O)Nc3cc(C)on3)sc2c2ccccc21,-12.3,x
N#Cc1c(NC(=O)c2cnn3c(C(F)(F)F)cc(-c4ccccc4)nc23)sc2c1CCCC2,6.4,x
Cc1cc(C)c(S(=O)(=O)N2CCN(CCO)CC2)c(C)c1,5.0,99.5
Cc1ccc(-n2nc3c(c2NC(=O)c2ccccc2Cl)CSC3)c(C)c1,x,189.4
O=C1/C(=C/c2cccc(O)c2)SC(=S)N1c1ccc(O)cc1,8.8,x

# Shown as labelled records: 4 of the compounds above.
> Cc1ccc(-n2nc3c(c2NC(=O)c2ccccc2Cl)CSC3)c(C)c1
  HePTP inh: x
  BAP1 inh: 189.4
> CCn1c(=O)c2cc(C(=O)Nc3cc(C)on3)sc2c2ccccc21
  HePTP inh: -12.3
  BAP1 inh: x
> COc1ccc(-c2ccc(CCC(=O)O)n2NC(=O)c2cccs2)cc1
  HePTP inh: 2.2
  BAP1 inh: 54.6
> CCCCC/C(C)=C(\C#N)C(=O)OCC
  HePTP inh: -2.9
  BAP1 inh: x

# New compounds follow
SMILES,HePTP inh,BAP1 inh
COC(=O)c1cn(CC(=O)NCc2cccs2)c2ccccc12,-2.0,96.9
CC1=C(C(=O)Nc2cccc(Cl)c2C)C(c2ccc(Cl)cc2)NC(=S)N1 (stereo not drawn),-0.4,x
Cn1c(=O)c2c(ncn2CC(=O)Nc2nnc(Cc3ccccc3)s2)n(C)c1=O,-4.3,145.5
COc1ccc(OC)c(CCNC(=O)CS(=O)(=O)Cc2nc(-c3ccccc3C)oc2C)c1,2.6,102.9
O=C(CCCOc1ccc(Cl)cc1Cl)Nc1ccccn1,-4.3,x
CC(C)(C)C(=O)CN1CCN(S(=O)(=O)c2ccc(F)cc2)CC1,4.5,96.9

# Compound activity (PubChem BioAssay)
